FAS-TE inh = blocks the thioesterase domain of human fatty acid synthase | P49327 | actives 0.67% (n = 360,000) | inhibition, % at 15 µM | recombinant FAS-TE, OMFH fluorogenic substrate, fluorescence endpoint;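 active = compounds whose normalised, plate-corrected inhibition of enzyme fluorescence in the single-dose primary screen is 50% or more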;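 note: 0% = DMSO with enzyme and 100% = substrate without enzyme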
Target sequence (P49327 whole entry, looked up, the tested form may be a part): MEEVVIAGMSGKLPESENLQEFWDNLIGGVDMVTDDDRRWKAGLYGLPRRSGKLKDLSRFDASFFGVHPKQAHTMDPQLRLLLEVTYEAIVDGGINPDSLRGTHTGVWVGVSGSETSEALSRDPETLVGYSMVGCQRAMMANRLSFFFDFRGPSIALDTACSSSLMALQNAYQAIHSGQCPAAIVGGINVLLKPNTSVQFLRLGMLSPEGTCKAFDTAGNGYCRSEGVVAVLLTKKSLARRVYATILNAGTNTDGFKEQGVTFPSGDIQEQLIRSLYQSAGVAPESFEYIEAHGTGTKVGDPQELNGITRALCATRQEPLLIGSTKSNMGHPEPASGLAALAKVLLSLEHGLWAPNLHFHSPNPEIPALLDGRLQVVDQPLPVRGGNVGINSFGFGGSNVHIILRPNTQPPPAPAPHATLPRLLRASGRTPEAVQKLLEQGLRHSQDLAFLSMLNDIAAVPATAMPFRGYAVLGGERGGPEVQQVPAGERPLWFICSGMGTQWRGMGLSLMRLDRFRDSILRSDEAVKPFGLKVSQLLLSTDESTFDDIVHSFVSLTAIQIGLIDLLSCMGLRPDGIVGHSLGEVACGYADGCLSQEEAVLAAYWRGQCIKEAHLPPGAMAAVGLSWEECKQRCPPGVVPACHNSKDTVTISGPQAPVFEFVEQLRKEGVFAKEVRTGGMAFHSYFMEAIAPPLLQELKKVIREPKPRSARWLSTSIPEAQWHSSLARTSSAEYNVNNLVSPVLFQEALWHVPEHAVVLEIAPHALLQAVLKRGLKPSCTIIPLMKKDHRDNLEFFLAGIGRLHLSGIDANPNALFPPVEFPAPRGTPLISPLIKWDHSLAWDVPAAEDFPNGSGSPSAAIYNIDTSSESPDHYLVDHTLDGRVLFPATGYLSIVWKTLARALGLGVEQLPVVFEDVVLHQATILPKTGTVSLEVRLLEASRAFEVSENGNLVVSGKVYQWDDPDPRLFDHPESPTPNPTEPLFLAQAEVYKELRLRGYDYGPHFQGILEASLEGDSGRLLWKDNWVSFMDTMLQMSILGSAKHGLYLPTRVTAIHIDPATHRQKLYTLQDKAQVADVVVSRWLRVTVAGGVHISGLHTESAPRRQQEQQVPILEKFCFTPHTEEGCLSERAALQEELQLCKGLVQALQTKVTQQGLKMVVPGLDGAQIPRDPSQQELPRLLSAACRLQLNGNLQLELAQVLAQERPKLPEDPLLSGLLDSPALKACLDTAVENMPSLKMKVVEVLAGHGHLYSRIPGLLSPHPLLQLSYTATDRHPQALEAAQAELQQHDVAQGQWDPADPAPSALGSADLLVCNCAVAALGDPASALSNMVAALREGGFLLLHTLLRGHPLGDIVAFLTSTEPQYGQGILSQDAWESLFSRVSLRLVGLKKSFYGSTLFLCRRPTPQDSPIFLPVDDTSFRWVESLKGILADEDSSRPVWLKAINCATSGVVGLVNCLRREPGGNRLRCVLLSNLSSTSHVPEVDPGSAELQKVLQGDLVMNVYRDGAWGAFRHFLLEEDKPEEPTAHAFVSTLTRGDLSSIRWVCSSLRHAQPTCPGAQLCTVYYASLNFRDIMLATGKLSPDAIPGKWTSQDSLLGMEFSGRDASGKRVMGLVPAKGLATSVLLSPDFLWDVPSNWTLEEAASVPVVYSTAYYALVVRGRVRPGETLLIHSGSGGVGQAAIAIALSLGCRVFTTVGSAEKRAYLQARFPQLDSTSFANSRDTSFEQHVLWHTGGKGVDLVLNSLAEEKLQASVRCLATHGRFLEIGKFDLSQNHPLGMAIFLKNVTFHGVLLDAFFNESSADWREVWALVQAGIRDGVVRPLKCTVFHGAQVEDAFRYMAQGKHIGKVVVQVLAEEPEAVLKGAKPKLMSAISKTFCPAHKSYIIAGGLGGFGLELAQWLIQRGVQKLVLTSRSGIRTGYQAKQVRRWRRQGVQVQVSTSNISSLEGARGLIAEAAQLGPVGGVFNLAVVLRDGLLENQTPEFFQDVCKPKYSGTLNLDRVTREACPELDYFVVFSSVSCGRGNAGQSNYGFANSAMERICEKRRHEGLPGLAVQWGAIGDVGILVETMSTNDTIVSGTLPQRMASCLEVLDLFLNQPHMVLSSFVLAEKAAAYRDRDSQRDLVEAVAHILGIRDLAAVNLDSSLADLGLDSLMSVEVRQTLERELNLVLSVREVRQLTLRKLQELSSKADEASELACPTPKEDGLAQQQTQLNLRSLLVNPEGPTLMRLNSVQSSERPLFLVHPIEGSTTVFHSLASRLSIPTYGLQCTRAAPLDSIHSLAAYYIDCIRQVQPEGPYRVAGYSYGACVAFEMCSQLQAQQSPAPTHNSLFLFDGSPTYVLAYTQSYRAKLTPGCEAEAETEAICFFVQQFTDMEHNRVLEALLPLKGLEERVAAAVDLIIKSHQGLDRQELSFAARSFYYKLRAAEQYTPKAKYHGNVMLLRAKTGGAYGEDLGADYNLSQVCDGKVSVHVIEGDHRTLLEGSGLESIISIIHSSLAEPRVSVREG
NRP1-CendR mod = NRP-1/CendR interaction modulation; actives 0.85% (n = 360,000); AID 602438; FAM-RPARPAR peptide binding to NRP-1, fluorescence polarization; inhibition, % at 25 µM;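 active = inhibition or corrected inhibition above about 18%, plus a signal ratio from 0.5 to 1.5, limit read from the data, passing the limit was not always enough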; note: strong numbers were not always called active
SKN-1 block = C. elegans SKN-1 inhibition | C. elegans VP596 Pgst-4::GFP/RFP ratio, acrylamide-induced, 24 h | inhibition, % at 21.8 µM | actives 0.49% (n = 360,000) | AID 624304;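 active = interference check ratio from 0.5 to 1.5 plus GFP to RFP signal ratio inhibition reaching or exceeding a fixed threshold, cut at about 30% in these data, passing the limit was not always enough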; note: some compounds called inactive have numbers as strong as hits
Tb MetRS inh = Trypanosoma brucei MetRS inhibition; purified T. brucei MetRS, ATP depletion, Kinase-Glo luminescence; inhibition, % at 11.9 µM; actives 0.4% (n = 360,000); AID 624268;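 active = inhibition above a per-plate cutoff of the control wells' mean inhibition plus 3 SD, cut at about 5.5% in these data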;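 note: 0% = DMSO wells median and 100% = median of wells with control inhibitor compound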
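technique = Kinase-Glo luminescence, ATP depletion format | system = purified MetRS (methionyl-tRNA synthetase) enzyme from Trypanosoma brucei | timing = 15 min preincubation, 2 h reaction, all 25 °C | evaluation = percent inhibition versus plate control medians | dosing = single dose, 11.9 µM final nominal, 0.9% final DMSO | also added = substrates ATP, L-methionine and bulk Escherichia coli tRNA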
MsrA inhibitor = inhibitors of bovine MsrA. AID 651718. actives 0.75% (n = 360,000). purified bovine MsrA, absorbance read-out. inhibition, % at 15.5 µM; in the data active = inhibition above about 4.5%;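 note: 0% = vehicle wells with enzyme and 100% = reference inhibitor wells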
MT1-MMP act inh = inhibitors of human MT1-MMP activation. HT1080 RFP-PRO-GFP cells, GFP/RFP ratio fluorescence, overnight; percent of plate control window, DMSO zero. GFP/RFP ratio change, % at 20 µM. actives 0.061% (n = 360,000);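 active = GFP/RFP ratio change of at least 30% with cell ATP level not reduced by more than half and red fluorescence within 50% of control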; note: strong numbers were not always called active
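system = RFP-PRO-GFP reporter HT1080 cells | dosing = 20 µM single dose, 1% DMSO | timing = overnight cell settling, then overnight compound exposure, 37 °C, 5% CO2 | read-out basis = GFP/RFP fluorescence ratio | controls = DMSO and RFP-L50D-GFP cell wells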
bovine MsrA act = bovine methionine sulfoxide reductase A activation. actives 0.3% (n = 360,000). purified bovine MsrA, absorbance read-out. AID 602163. activation, % at 10.6 µM; in the data active = activation above about 7.5%;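 note: 0% = vehicle and 100% = reference activator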
PABP1 MLLE inh = blocks PAM2 peptide binding to the PABP1 MLLE domain; P11940; AID 588489; actives 0.36% (n = 360,000); inhibition, % at 20 µM; GST-MLLE / FITC-PAM2 fluorescence polarization; in the data active = inhibition above about 35%, passing the limit was not always enough;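 note: plate controls were DMSO wells with GST-MLLE for no effect and wells lacking GST-MLLE protein for full effect; some results filed as inactive read as strong as hits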
eLon inh = inhibitors of E. coli Lon protease | actives 0.42% (n = 360,000) | P0A9M0 | inhibition, % at 7.94 µM | purified E. coli Lon protease, fluorescence polarization; in the data active = inhibition above about 13%, passing the limit was not always enough;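 note: 0% = enzyme with probe and DMSO and 100% = no enzyme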
Starred values were filed as active, the others as inactive; . = no result given.

SMILES | FAS-TE inh | NRP1-CendR mod | SKN-1 block | Tb MetRS inh | MsrA inhibitor | MT1-MMP act inh | bovine MsrA act | PABP1 MLLE inh | eLon inh
O=C(CC1C(=O)NCCN1Cc1ccc(-c2ccccc2)cc1)NC1CCC1 (stereo unspecified) | -8 | 2 | -1 | -0.7 | -0.1 | -2 | -3 | 15 | 12
O=CNNC(=O)c1cccc([N+](=O)[O-])c1 | -1 | -4 | 4 | 0.0 | 0.2 | 2 | -5 | -11 | 1
c1ccc(-n2c(-c3ccncc3)nnc2-c2cccs2)cc1 | -5 | 2 | 32 | -0.4 | 0.2 | -4 | -1 | -12 | 0
C[C@H](O)[C@@H]1C(=O)N2CCc3ccc(N4CCOCC4)cc3[C@@H]2C[C@@H]1N(C)C(=O)C(C)(C)C | -5 | 6 | 5 | -0.2 | 0.7 | 1 | -8 | 7 | -5
Cn1c(SCc2ccc3c(c2)OCO3)nnc1-c1ccccc1 | -2 | 3 | -10 | -1.2 | 0.5 | 11 | -4 | 6 | -1
O=C(C(=O)N1CCC(c2ccccc2)CC1)c1ccc(F)c(F)c1 | . | 15 | 2 | 0.2 | 0.5 | 0 | . | . | .
CCCCn1c(N)c(N(CCOC)C(=O)c2oc3ccc(OCC)cc3c2C)c(=O)[nH]c1=O | -5 | -8 | 15 | -0.1 | 3.4 | 3 | -3 | -8 | -10
O=C(Nc1ccccc1-c1ccccc1)NC1CCN(C(=O)N2CCOCC2)CC1 | -2 | -3 | -1 | -0.1 | -0.8 | 1 | 1 | 9 | 5
Cc1ccc(S(=O)(=O)c2cnc(-c3ccccc3)nc2N2CCCCC2)cc1 | 22 | 6 | -7 | -1.0 | 1.3 | -10 | -9 | 1 | 12
CCOc1ccccc1NC(=O)CN(c1ccc(OC)cc1)S(=O)(=O)c1c(C)[nH]c(=O)[nH]c1=O | 2 | -1 | 6 | 0.1 | 0.1 | -3 | -4 | 15 | -2
CCOC(=O)C1=C(C)Nc2ccc(C)cc2S1 | 1 | -23 | 6 | -0.2 | -0.3 | 10 | -4 | 50* | 11
O=C(Cc1ccccc1)NCCN1CCCC1 | -5 | 0 | 0 | 0.4 | -1.0 | 1 | -2 | -10 | -2
COc1ccc(-n2c(SC(C)C(=O)N3CCOCC3)nc3ccccc3c2=O)cc1 (stereo unspecified) | -7 | 11 | 12 | -0.6 | -0.9 | -1 | -4 | -3 | 4
O=C(NC(Cc1ccccc1)C(=O)O)/C(=C/c1cccc([N+](=O)[O-])c1)NC(=O)c1cccc(Br)c1 (stereo unspecified) | 41 | 7 | 18 | 0.2 | 0.9 | 0 | 0 | 5 | -6
CCN(C(=O)COC(=O)CNS(=O)(=O)c1ccccc1)c1ccccc1 | -2 | -2 | 4 | -0.2 | 0.5 | 3 | -2 | 12 | -2
Cn1c(-c2ccc3c(c2)OCO3)c(C(=O)O)c(=O)c2ccccc21 | -8 | -7 | 0 | 0.0 | 3.5 | 3 | -7 | 3 | -4
Cc1ccc(-c2n[nH]c(=O)c3ccccc23)cc1N | -5 | -7 | 2 | 1.8 | 0.2 | 1 | 3 | -16 | 5
CCOc1cc(C(=O)NC2CCCCCCC2)cc(OCC)c1OCC | 1 | -5 | 16 | 1.5 | -1.0 | -4 | 0 | -1 | -7
Cc1cc(NC(=O)NCc2ccco2)ccc1NC(=O)NCc1ccco1 | -9 | -7 | 8 | -0.1 | 0.6 | 7 | 2 | -7 | -8
COc1cccc(NC(=O)CN(C)C(=O)c2ccc(OCC3CCCO3)cc2)c1 (stereo unspecified) | -5 | -7 | -21 | -0.2 | -0.9 | 3 | -5 | 3 | -9

Full records as entered above:
COc1ccc(-n2c(SC(C)C(=O)N3CCOCC3)nc3ccccc3c2=O)cc1 (stereo unspecified) is entered as FAS-TE inh: -7; NRP1-CendR mod: 11; SKN-1 block: 12; Tb MetRS inh: -0.6; MsrA inhibitor: -0.9; MT1-MMP act inh: -1; bovine MsrA act: -4; PABP1 MLLE inh: -3; eLon inh: 4
c1ccc(-n2c(-c3ccncc3)nnc2-c2cccs2)cc1 is entered as FAS-TE inh: -5; NRP1-CendR mod: 2; SKN-1 block: 32; Tb MetRS inh: -0.4; MsrA inhibitor: 0.2; MT1-MMP act inh: -4; bovine MsrA act: -1; PABP1 MLLE inh: -12; eLon inh: 0

Next section.
SMILES | FAS-TE inh | NRP1-CendR mod | SKN-1 block | Tb MetRS inh | MsrA inhibitor | MT1-MMP act inh | bovine MsrA act | PABP1 MLLE inh | eLon inh
O=C(N/N=C/C(Br)=C/c1ccccc1)c1ccccc1[N+](=O)[O-] | 8 | -18 | 13 | -0.1 | 2.1 | -2 | 0 | -9 | 3
COc1ccc(C2=CC3=C(Br)C(=O)C(C)(O)C(=O)C3=CO2)cc1 (stereo unspecified) | -12 | 18 | 0 | 0.3 | . | 3 | -4 | -3 | 7
Cc1cc(NC(=O)c2ccc(Cl)cc2)n(CCC#N)n1 | -4 | 9 | 10 | 0.7 | 1.6 | 3 | 4 | 6 | -16
CCCCC(=O)Oc1c(S(=O)(=O)c2ccccc2)c(C)nn1C(C)(C)C | 15 | 10 | 9 | -1.4 | 0.7 | -1 | -9 | 8 | -4
NC1=NC(=O)/C(=C\c2ccco2)S1 | -7 | -31 | -4 | 1.8 | 4.2 | -3 | -1 | 21 | -9
O=[N+]([O-])c1cc(S(=O)(=O)CCCN2CCOCC2)ccc1F | -3 | 13 | 5 | -0.4 | -0.3 | 3 | 0 | -6 | 3
O=C(Nc1ccc(S(=O)(=O)N2CCCC2)cc1)c1ccc2c(=O)n3c(nc2c1)CCCCC3 | -52 | 9 | 2 | -0.3 | 0.3 | -16 | -2 | 0 | 11
CNC(=O)c1[nH]cnc1C(=O)Nc1ccccn1 | -3 | 2 | 2 | 0.8 | -0.9 | 1 | -2 | 16 | 3
CCc1c(C)sc(NC(=O)CN2CCN(C(=O)c3ccco3)CC2)c1C(=O)OC | -1 | -6 | -13 | -0.1 | 0.0 | -6 | -2 | 17 | -3
O=C(Oc1ccc2c(=O)c(Cl)coc2c1)c1ccncc1 | 7 | 3 | 15 | -0.7 | 2.8 | -5 | -6 | 13 | -13
CCc1ccc(C2C3=C(CC(C)(C)CC3=O)OC3=C2C(=O)CC(C)(C)C3)cc1 | 29 | 3 | 2 | -0.5 | -0.6 | -16 | -8 | -7 | -4
O=C(CCNC(=O)c1ccccc1Cl)OCC(=O)c1ccccc1 | -8 | 7 | -6 | -0.8 | 1.4 | -13 | -7 | -6 | 8
COC(=O)[C@H](Cc1ccccc1)NC(=O)N1CCCCC1 | -2 | -4 | 4 | -0.3 | -0.5 | 2 | -3 | -6 | -1
COc1ccc(N2CCN(C(=O)C3(S(=O)(=O)c4ccc(C)cc4)CC3)CC2)cc1 | 5 | 4 | -5 | -0.9 | 1.8 | -3 | -2 | -12 | -7
CCOc1ccc(-n2c(C)c(C(C)=O)c(C(C)=O)c2C)cc1 | -7 | -11 | -2 | 0.9 | 0.1 | 5 | 0 | 8 | -4
O=C(NC1CCCCC1)N1CCN(c2ncccn2)CC1 | -6 | -1 | 11 | -0.6 | -1.0 | -1 | 0 | -9 | 13
O=C(CSc1ccccn1)Nc1ccc(N2CCOCC2)cc1 | -2 | 7 | 6 | 0.1 | 0.1 | 1 | -3 | 1 | -2
O=[N+]([O-])c1ccc(-c2nc(NCc3ccccc3)c3ccccc3n2)cc1 | 3 | 9 | -9 | -1.2 | 0.1 | -1 | -13 | 6 | -5
CCn1ncc(CNC(=O)C2(C)CC2(Br)Br)c1C (stereo unspecified) | -5 | 10 | -2 | 0.5 | -0.1 | 1 | -1 | 2 | 0
COc1cc(OC)cc(C(=O)NCC(=O)N2CCN(S(=O)(=O)c3ccccc3F)CC2)c1 | -5 | -1 | -1 | -0.3 | -0.9 | -4 | -4 | 2 | -2
COc1cc(CN(C)Cc2cc(=O)oc3cc(C)c(Cl)cc23)ccc1OC(F)F | 24 | 0 | -16 | 0.2 | -0.6 | -2 | -2 | -1 | -5
Cc1cc(NC(=O)CSc2ccccc2)no1 | -2 | -2 | 0 | -0.2 | -2.4 | -1 | 3 | 30 | 5
O=C(N/N=C/c1ccccc1F)c1cccc2ccccc12 | -1 | -2 | 1 | 0.1 | 0.1 | 4 | -2 | -9 | -7
CCOc1ccc(-c2cn3ccccc3n2)cc1 | -4 | 0 | 21 | -1.8 | 1.5 | 0 | -8 | -2 | 0
CC(C)C[C@H](NC(=O)Nc1ccc2c(c1)OCCO2)C(=O)O | -4 | -8 | -4 | -0.3 | 0.1 | -1 | -3 | -5 | 1
COc1cccc(-c2nc(CS(=O)(=O)CC(=O)Nc3ccccc3Br)c(C)o2)c1 | 11 | -1 | 12 | -0.3 | 0.2 | 1 | -1 | 7 | 2
COc1ccc(/C=C2\C(=O)N(Cc3ccc(F)cc3)CC(=O)N2Cc2ccccc2)cc1 | 23 | 0 | 8 | -1.0 | 0.6 | 2 | 1 | 5 | 9
CCCCc1ccc(NC(=O)CSc2nc(=O)n(CCN(CC)CC)c3c2CCCC3)cc1 | -2 | -4 | -18 | -0.4 | 0.0 | -1 | -2 | -5 | -12
O=C(Cc1ncc(C(F)(F)F)cc1Cl)NCc1ccco1 | -3 | 3 | 5 | -0.6 | -0.3 | 0 | -1 | 8 | 3
COc1ccc(/C=C2\Oc3cc(OCC(=O)N4CC(O)C[C@H]4C(=O)O)ccc3C2=O)cc1OC (stereo partly specified) | -6 | -11 | 0 | -2.4 | 4.1 | 7 | -8 | -22 | -21
COc1cc2c(cc1OC)C(C)N(C(=S)NC(=O)c1ccccc1)CC2 (stereo unspecified) | 2 | 6 | 8 | 0.0 | 1.5 | -2 | -1 | -9 | -6
C=C1C(=O)OCC2C(C(=O)O)=CC3C(C)C(C)=CC123 (stereo unspecified) | -10 | -2 | 8 | 0.0 | 0.6 | -2 | -2 | -2 | 1
CCOc1ccc(N2C(=O)NC(Cc3c[nH]c4ccccc34)C2=O)cc1 (stereo unspecified) | 2 | 1 | 4 | -0.5 | 0.1 | 1 | -2 | -11 | 4

Among those listed so far, these contain fluorine.
SMILES | FAS-TE inh | NRP1-CendR mod | SKN-1 block | Tb MetRS inh | MsrA inhibitor | MT1-MMP act inh | bovine MsrA act | PABP1 MLLE inh | eLon inh
O=C(C(=O)N1CCC(c2ccccc2)CC1)c1ccc(F)c(F)c1 | . | 15 | 2 | 0.2 | 0.5 | 0 | . | . | .
O=[N+]([O-])c1cc(S(=O)(=O)CCCN2CCOCC2)ccc1F | -3 | 13 | 5 | -0.4 | -0.3 | 3 | 0 | -6 | 3
COc1cc(OC)cc(C(=O)NCC(=O)N2CCN(S(=O)(=O)c3ccccc3F)CC2)c1 | -5 | -1 | -1 | -0.3 | -0.9 | -4 | -4 | 2 | -2
COc1cc(CN(C)Cc2cc(=O)oc3cc(C)c(Cl)cc23)ccc1OC(F)F | 24 | 0 | -16 | 0.2 | -0.6 | -2 | -2 | -1 | -5
O=C(N/N=C/c1ccccc1F)c1cccc2ccccc12 | -1 | -2 | 1 | 0.1 | 0.1 | 4 | -2 | -9 | -7
COc1ccc(/C=C2\C(=O)N(Cc3ccc(F)cc3)CC(=O)N2Cc2ccccc2)cc1 | 23 | 0 | 8 | -1.0 | 0.6 | 2 | 1 | 5 | 9
O=C(Cc1ncc(C(F)(F)F)cc1Cl)NCc1ccco1 | -3 | 3 | 5 | -0.6 | -0.3 | 0 | -1 | 8 | 3

Bioassay records as filed in PubChem.

No enrichment for hits. Share with any hit: about 4%.
